HKDC1 inhibitor: blocks human hexokinase HKDC1 activity; recombinant HKDC1, G6PDH/diaphorase resazurin coupled fluorescence; inhibition, % at 20 µM; actives 0.16% (n = 340,000); AID 493160;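 active means inhibition above about 35% when tested at 20 µM, limit read from the data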;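 further: plate controls were DMSO wells with enzyme for no effect and DMSO wells lacking enzyme for full effect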
Target sequence (Q2TB90 whole entry, looked up): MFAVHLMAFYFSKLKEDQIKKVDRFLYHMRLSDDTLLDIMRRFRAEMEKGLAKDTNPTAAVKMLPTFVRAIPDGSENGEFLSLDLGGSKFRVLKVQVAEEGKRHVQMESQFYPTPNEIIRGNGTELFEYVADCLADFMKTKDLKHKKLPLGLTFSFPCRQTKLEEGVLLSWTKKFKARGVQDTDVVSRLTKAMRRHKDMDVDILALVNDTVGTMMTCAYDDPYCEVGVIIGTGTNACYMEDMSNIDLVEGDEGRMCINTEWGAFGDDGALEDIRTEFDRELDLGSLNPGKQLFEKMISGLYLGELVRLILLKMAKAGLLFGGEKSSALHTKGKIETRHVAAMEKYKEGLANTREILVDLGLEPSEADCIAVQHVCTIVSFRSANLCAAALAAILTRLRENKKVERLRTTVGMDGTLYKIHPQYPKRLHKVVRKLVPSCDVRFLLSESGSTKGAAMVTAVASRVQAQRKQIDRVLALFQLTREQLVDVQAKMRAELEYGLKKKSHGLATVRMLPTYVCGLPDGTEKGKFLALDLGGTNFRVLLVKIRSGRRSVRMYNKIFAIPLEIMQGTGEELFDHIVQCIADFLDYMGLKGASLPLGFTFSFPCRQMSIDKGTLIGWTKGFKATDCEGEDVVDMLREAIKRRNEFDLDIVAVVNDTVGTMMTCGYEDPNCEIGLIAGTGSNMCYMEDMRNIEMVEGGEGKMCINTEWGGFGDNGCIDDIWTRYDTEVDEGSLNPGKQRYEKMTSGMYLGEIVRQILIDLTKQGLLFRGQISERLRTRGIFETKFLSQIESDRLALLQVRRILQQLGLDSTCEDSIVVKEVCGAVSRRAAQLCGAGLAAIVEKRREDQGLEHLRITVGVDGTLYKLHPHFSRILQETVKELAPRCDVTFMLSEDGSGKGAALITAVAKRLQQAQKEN
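Assay system – recombinant HKDC1 (HK5) hexokinase enzyme, produced in-house · Input – HKDC1 at 5 µg/mL · Reagent – glucose plus 1 mM ATP as hexokinase substrates · Timing – 90 min reaction incubation at room temperature, dark · Measured by – G6PDH/diaphorase-coupled fluorescence, 1 mM NADP, 100 µM resazurin, 525/613 nm · Benchmarks – DMSO-enzyme wells negative, buffer-substituted wells positive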
SENP8 block: blocks the human protease SENP8; Q96LD8; purified SENP8, Z-RLRGG-aminoluciferin cleavage, luminescence; inhibition, % at 10 µM; actives 1.2% (n = 330,000); AID 2540
Apaf-1 inh: blocks human Apaf-1 apoptosome activity; O14727; reconstituted apoptosome caspase-3 activity, DEVD-Rh110 fluorescence; inhibition, % at 20 µM; actives 0.71% (n = 330,000); active means inhibition of at least 40% at 20 µM;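 further: plate controls were DMSO wells for no effect and DEVD-CHO caspase inhibitor wells for full effect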
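Medium: Hepes buffer, pH 7.5 / System: biochemical Apaf-1 apoptosome reconstitution / Measured by: Rh110 fluorescence, excitation 480 nm, emission 540 nm / Times: compound with Apaf-1, dATP, procaspase-3 30 min, then 50 min reaction, room temperature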
SENP7 inh: inhibitors of human SENP7 protease; Q9BQF6; inhibition, % at 5 µM; recombinant SENP7, Z-RLRGG-aminoluciferin luminescence, 40 min; AID 434973; actives 1.5% (n = 330,000);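 active means inhibition above about 50% at the single test dose, limit read from the data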;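 further: plate controls were DMSO with enzyme for no effect and no enzyme buffer wells for full effect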
Jurkat NFkB inh: inhibitors of the PMA/ionomycin-induced NF-kB reporter in Jurkat cells; PMA/ionomycin-induced NF-kB luciferase reporter, luminescence; inhibition, % at 4 µM; actives 0.53% (n = 330,000)
UBC13 inh: human UBC13 polyubiquitination inhibition; P61088; UBC13 polyubiquitin chain formation, TR-FRET; inhibition, % at 20 µM; actives 0.47% (n = 330,000); AID 485273; in the data active means inhibition above about 45%, passing the limit was not always enough; inconclusive means no clear call, values can overlap the other calls
Target sequence (P61088 whole entry, looked up): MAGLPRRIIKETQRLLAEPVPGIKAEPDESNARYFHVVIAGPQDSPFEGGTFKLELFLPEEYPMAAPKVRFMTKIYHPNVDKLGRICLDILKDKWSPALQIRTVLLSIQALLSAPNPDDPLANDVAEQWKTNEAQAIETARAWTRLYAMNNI
Gli-Sufu block: Gli-Sufu pathway antagonism; inhibition, % at 5 µM; actives 0.74% (n = 340,000); AID 588413; Sufu-KO-LIGHT fibroblasts, Gli luciferase reporter luminescence;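 active means inhibition above about 55%, limit read from the data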;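 further: 0% = DMSO-treated cells and 100% = wells with medium but no cells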
697 NFkB inh: inhibitors of the PMA/ionomycin-induced NF-kB reporter in 697 B cells; 697 B-cell NF-kB luciferase reporter, 16 h; inhibition, % at 4 µM; actives 0.33% (n = 330,000); AID 435022; in the data active means inhibition above about 35%
The depositor's hits bear a star; u = inconclusive; x = no result given; & = joins results of further samples. Unless noted, no stated cut-off is given here; in the data, active means inhibition above about 50%; inactive means the rest. No enrichment for hits. Share with any hit: about 3.6%.

SMILES | SENP7 inh | SENP8 block | 697 NFkB inh | Gli-Sufu block | HKDC1 inhibitor | UBC13 inh | Apaf-1 inh | Jurkat NFkB inh
CCn1c(O)c(/C=C2\C=NN=C2c2ccccc2)sc1=S | -3 | -4 | 3 | 4 | 1 | 4 | -5 | 20
Cc1cc(-c2ccc(C)c(S(=O)(=O)NCC3CCN(Cc4ccccc4F)CC3)c2)on1 | 2 | 0 | -17 | 16 | -4 | 12 | 13 | 8
COc1ccc(S(=O)(=O)N2CCCCCC2)cc1C(=O)NCc1ccccc1Cl | -8 | -7 | -6 | 18 | 1 | 3 | 16 | -25
O=C(NCCc1ccccc1)c1noc2c1CCc1ccccc1-2 | 11 | -4 | -23 | -16 | 17 | 9 | 3 | -18
Cc1ccc2c(c1)N(CCC(=O)NCCCOC(C)C)C(=O)C(C)O2 (stereo not given) | -3 | -1 | 18 | 3 | 1 | 10 | -11 | 10
CCOc1ccccc1NC(=S)NCC1CCCO1 (stereo not given) | 5 | -1 | -7 | 2 | -11 | -2 | -2 | -4
CCOc1cc(/C=N/n2cnnc2)cc(Br)c1O | 2 | 7 | 16 | 20 | 10 | 0 | 2 | -5
COC(=O)[C@@H]1C[C@@]2(O)[C@H](O)[C@H](O)[C@H](O)C[C@H]2N1Cc1ccccc1OS(=O)(=O)c1ccc(C)cc1 | 6 | 5 | 16 | -9 | 0 | -6 | -6 | 5
CCOc1ccc2c(c1)S/C(=C\c1cccs1)C(=O)N2 | 2 | -12 | -84 | -52 | -3 | -1 | 11 | -32
COc1ccc2ccc(=O)oc2c1CC=C(C)C | -3 | -3 | 9 | 1 | -3 | 6 | -1 | 12
CC(=O)Nc1ccc(Nc2cc(N(C)C)c3nonc3c2[N+](=O)[O-])cc1 | 8 | -6 | 4 | -19 | 1 | -17 | 1 | -6
O=C(Nc1ccccc1)n1ccc(-c2ccc(-n3ccnc3)cc2)n1 | 6 | 5 | -15 | x | x | 7 | -7 | -17
CCOc1ccc(CN2CCN(Cc3cn(CC)nc3C)CC2CCO)cc1 (stereo not given) | 9 | 4 | 11 | 10 | -7 | 6 | -5 | 3
Cc1cc(C)cc(N(C(=O)Cc2cccs2)C(C(=O)NC2CCCCC2)c2ccccn2)c1 (stereo not given) | 10 | 7 | -4 | 7 | -3 | -7 | 24 | -5
C#CCOCCOCCOCCNc1nc(N2CCN(C(=O)CCCCCCCCCCNC(=O)[C@@H](CCSC)n3cc(CCO)nn3)CC2)nc(N2CCN(C(=O)CCCCCCCCCCNC(=O)[C@H]([C@@H](C)CC)n3cc(CCCCCN)nn3)CC2)n1 | 12 | -16 | -45 | 20 | -14 | 116* | 51* | 32
CC1(C)CC(=O)C=C(Nc2cccc(C(F)(F)F)c2)C1 | 13 | 3 | 8 | 7 | 4 | -8 | -8 | 6
CN(C)CCCNS(=O)(=O)c1ccc(Cl)s1 | -1 | 3 | 13 | 0 | -8 | -5 | 1 | 0
COc1ccc(NS(=O)(=O)c2cc(NC(=O)C3=NN(c4ccccc4)C(=O)CC3)ccc2OC)cc1 | -24 | -14 | 1 | -9 | -3 | -13 | 12 | -3
COC(=O)c1cc(-c2c[nH]c3ccccc23)n[nH]1 | 1 | 7 | 22 | -6 | -2 | 10 | 0 | -6
CCOC(=O)c1ccc(NC(=S)NC(=O)c2nn(CC)cc2Br)cc1 | 6 | -1 | -4 | 1 | -13 | -2 | -51 | 5
Cc1c(C(=O)Nc2ccccc2)sc2nc3n(c(=O)c12)CCCCC3 | 3 | -3 | 8 | -54 | -6 | -3 | 4 | -56
O=C(Nc1cccc(Cl)c1)C1CCCN(S(=O)(=O)c2ccc(F)cc2)C1 (stereo not given) | -7 | -3 | 15 | -3 | 12 | 15 | 9 | -7
CC1=C(C(=O)OC(C)C)[C@@H](c2ccc(C)o2)NC(=O)N1 | 5 | -4 | 1 | -1 | -4 | 6 | -12 | 13
Cc1cc(OCC(=O)Nc2ccncc2)cc(C)c1Br | 4 | -5 | 6 | -11 | 3 | 5 | 0 | 30
CCOc1ccc(-n2cc(C(=O)NCCOC)c3cc(OC)c(OC)cc3c2=O)cc1 | 2 | 0 | -3 | -5 | -3 | -5 | 4 | -10
Cc1cccc(C(=O)NNS(=O)(=O)c2ccc(F)cc2)c1O | 2 | -2 | -2 | 1 | 1 | -5 | -8 | 6
Cc1cccc(NC(=O)CN2C(=O)N/C(=C\c3cccn3-c3cccc(C(=O)O)c3)C2=O)c1 | -7 | -9 | -38 | -2 | 2 | -14 | 6 | -2
CCOC(=O)NC(=S)Nc1c(C)n(C)n(-c2ccccc2)c1=O | -9 | -4 | 5 | 0 | -2 | 7 | -10 | -6
COc1ccccc1C(=O)N1CCN(Cc2nc(CC3CC3)no2)CC1 | 4 | 2 | 5 | -7 | -9 | 4 | 4 | -10
CCOc1ccc(OCC)c(NC(=O)c2ccc(CNc3c(N4CCOCC4)c(=O)c3=O)cc2)c1 | 5 | 1 | 20 | 3 | -5 | -2 | 6 | 15

Ordered by length of the SMILES (high to low): 4 of the compounds above
SMILES | SENP7 inh | SENP8 block | 697 NFkB inh | Gli-Sufu block | HKDC1 inhibitor | UBC13 inh | Apaf-1 inh | Jurkat NFkB inh
CCOC(=O)c1ccc(NC(=S)NC(=O)c2nn(CC)cc2Br)cc1 | 6 | -1 | -4 | 1 | -13 | -2 | -51 | 5
COc1ccccc1C(=O)N1CCN(Cc2nc(CC3CC3)no2)CC1 | 4 | 2 | 5 | -7 | -9 | 4 | 4 | -10
CCn1c(O)c(/C=C2\C=NN=C2c2ccccc2)sc1=S | -3 | -4 | 3 | 4 | 1 | 4 | -5 | 20
CCOc1cc(/C=N/n2cnnc2)cc(Br)c1O | 2 | 7 | 16 | 20 | 10 | 0 | 2 | -5

Next section:
SMILES | SENP7 inh | SENP8 block | 697 NFkB inh | Gli-Sufu block | HKDC1 inhibitor | UBC13 inh | Apaf-1 inh | Jurkat NFkB inh
CC(C)c1ccc(C2CC(=O)N3CN(C)CSC3=C2C#N)cc1 (stereo not given) | -10 | 4 | 11 | 4 | 27 | -13 | 9 | 2
c1ccc(CSc2nncn2-c2ccccn2)cc1 | 9 | -3 | 3 | -2 | -4 | 2 | -4 | 12
FC(F)(F)c1cnc(Oc2ccccc2-c2nnc(-c3ccc(Cl)cc3)o2)c(Cl)c1 | 0 | 4 | 6 | 17 | 6 | 0 | 5 | 6
CCOc1ccc(N(CC(=O)OC)S(=O)(=O)c2c(C)noc2C)cc1 | -1 | -9 | -6 | -6 | -4 | 0 | 9 | -10
CCN(CC)S(=O)(=O)c1ccc(C(C)NC(=O)C2CCCN2C(=O)c2cccs2)cc1 (stereo not given) | 3 | 1 | 1 | 0 | -3 | 5 | -5 | 5
CC(=O)c1ccc(NC(=O)CNc2cc(S(=O)(=O)N3CCOCC3)ccc2N2CCCC2)cc1 | -2 | -7 | 10 | -1 | -3 | -6 | 12 | -1
Brc1ccc(C2=CC(c3cccs3)n3ncnc3N2)cc1 (stereo not given) | -4 | 2 | -31 | 98* | 4 | 22 | 10 | -8
CCN1C(=O)C2(C(C(=O)c3ccc(C)o3)=C(O)C(=O)N2CCCN(C)C)c2ccccc21 (stereo not given) | 8 | 6 | 6 | 7 | -3 | 4 | -14 | 10
O=C(NCc1cccc(Cl)c1)c1ccc2nc[nH]c2c1 | -2 | -7 | -3 | -4 | 4 | 0 | 3 | -1
O=C(CSc1nc(-c2ccccc2)nc2ccc(F)cc12)Nc1ccc(C(=O)O)cc1 | -5 | 11 | -1 | 21 | 4 | -7 | -10 | -1
Cc1c(NC(=O)C2CC=CCC2C(=O)O)c(=O)n(-c2ccccc2)n1C (stereo not given) | 0 | -1 | 1 | 11 | 4 | 13 | -7 | 0
Cc1cccc(Nc2ccc([N+](=O)[O-])cn2)c1 | -13 | -27 | -37 | -24 | 9 | -16 | 15 | -45
Cc1cc(C)cc(NC(=O)CCn2c(=O)c3cccn3c3ccccc32)c1 | -1 | 2 | -27 | 15 | -4 | 4 | 12 | 43
O=C(COc1ccccc1)NC(=S)Nc1ccc(Br)cn1 | -5 | -5 | 23 | -3 | -3 | 3 | -18 | -11
O=C(CN(Cc1ccc(Cl)c(Cl)c1)S(=O)(=O)c1ccccc1)N/N=C\c1ccc2c(c1)OCO2 | 1 | -3 | 17 | -1 | 0 | -12 | 0 | 4
CC(=O)Nc1ccc(NC(=O)COC(=O)CCNS(=O)(=O)c2c(Cl)cccc2Cl)cc1 | 9 | 4 | 24 | -8 | 2 | 0 | 1 | -4
O=C(Nc1cccc(F)c1)/C(=C\c1ccco1)NC(=O)c1cccs1 | -6 | -1 | -12 | 1 | -4 | -12 | 18 | -14
CCCCCCCCCCOC(=O)Cn1c(COc2ccc(OC)cc2)[n+](C)c2ccccc21 | 1&8 | -12&-27 | -6&14 | 76* | 5&1 | 63* | 72* | 41&22
Brc1ccc(-c2cnnc(N3CCCC3)n2)cc1 | -6 | -5 | -34 | 1 | 12 | -13 | -29 | -12
COc1ccc(NC(=O)C2CCCN(C)C2)cc1OCC(C)C (stereo not given) | 7 | -1 | 9 | 8 | -2 | 3 | 2 | 1
CC(=O)Nc1ccc(S(=O)(=O)N(C)CC(=O)Nc2ccccc2N2CCOCC2)cc1 | 10 | -3 | -6 | 3 | -7 | -8 | -4 | -10
COc1ccc(N2CCN(S(=O)(=O)CCNC(=O)COc3ccc(Cl)cc3)CC2)cc1 | 1 | -8 | 3 | 13 | -2 | 3 | -5 | 1
O=C(NC(=S)Nn1cnc2c(cnn2-c2ccccc2)c1=O)c1ccc(Cl)cc1 | 6 | -3 | 9 | -17 | -11 | 0 | 8 | 2
CCCCC1=CC2=CC(=O)C(C)(OC(=O)c3ccco3)C(=O)C2=CO1 (stereo not given) | 7 | -2 | 17 | x | x | -18 | -1 | 11
O=Cc1cn(CCC(=O)O)nc1-c1cccc2ccccc12 | -2 | 8 | -26 | -9 | 18 | -6 | 12 | -15
Cc1ccc(S(=O)(=O)n2nnc3ccccc32)c(C)c1C | -4 | 5 | 22 | 2 | 2 | 4 | -11 | 15
CCCCn1c(NC(=O)C2CCCCC2)nc2ccccc21 | -1 | 5 | -4 | -4 | 0 | 13 | 4 | 24
CCCc1nc2oc3c(NCC4CCCO4)ncnc3c2c2c1COC(C)(C)C2 (stereo not given) | -12 | -13 | 11 | 1 | 35* | 0 | 5 | 0
O=C(c1ccc2[nH]c3c(c2c1)CCCC3)N1CCN(c2ccc(F)cc2)CC1 | -3 | 3 | 3 | 1 | -5 | 7 | 10 | -2
Clc1cccc(Nc2nc(-c3cccnc3)cs2)c1 | 23 | 7 | -93 | -3 | -1 | 27 | -8 | -115
COCCn1nnnc1CN1CCC(Cc2ccccc2)CC1 | 6 | 1 | 2 | 5 | -7 | 0 | -6 | -13
CCCCOC(=O)Cn1c(=O)oc2ccc(C)cc21 | -1 | -2 | -10 | 1 | 0 | 9 | 4 | 0
COc1ccccc1N1CCN(c2cc(N3CCCC3)nc(C)n2)CC1 | -3 | -5 | -38 | 24 | -2 | u | 3 | 16
COC(=O)c1ccccc1NC(=O)c1ccc2c(c1)OCCO2 | 3 | -3 | -29 | -5 | 2 | -2 | 14 | 0
CCc1ccc(S(=O)(=O)N2CCN(c3ncccn3)CC2)cc1 | 11 | -3 | -10 | -1 | 5 | -2 | -7 | 6

Bioassay records: PubChem BioAssay, Sanford-Burnham Center for Chemical Genomics
